Bioassay records from PubChem BioAssay.
TDP2 absorb: TDP2 (human) inhibition, absorbance primary screen. O95551. recombinant TDP2, T5PNP hydrolysis, p-nitrophenol absorbance 415 nm. inhibition, % at 12.8 µM. 370,000 tested, 0.34% active. AID 720702;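 active means inhibition above the mean of all tested compounds plus 3 SD, set per campaign, cut at about 25% in these data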;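 further: 0% = DMSO with enzyme and 100% = buffer with substrate but no TDP2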
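Assay system: recombinant human TDP2 / Reagent: T5PNP substrate at 5 mM, a TopII-DNA adduct mimic / Measured by: epi absorbance from released p-nitrophenol / Evaluation: % inhibition relative to enzyme-containing and enzyme-free wells / Control set: enzyme-free and DMSO wells / Replicates: each compound tested once, singlicate / Schedule: enzyme reaction with compound for 2 h at 37 °C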
PLCb3 inh: blocks human PLC-beta3 enzyme activity | Purified PLC-beta3, fluorogenic substrate, fluorescence | inhibition, % at 12.2 µM | 370,000 tested, 0.18% active | AID 720704; in the data active means inhibition above about 11%;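 further: 0% = median of compound wells on plate and 100% = full blocker control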
ASAP1 inh: ASAP1 ArfGAP inhibition. inhibition, % at 16.5 µM. AID 624377. 360,000 tested, 0.19% active. ASAP1-stimulated ARF1 GTP hydrolysis, GDP FP detection; in the data active means inhibition above about 25%;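 further: 0% = vehicle with enzyme and substrate and 100% = no enzyme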
ARFGAP1 inh: rat ARFGAP1 inhibition | Q62848 | Arfgap1-stimulated ARF1 GTP hydrolysis, GDP FP detection | inhibition, % at 16.5 µM | 360,000 tested, 0.26% active | AID 651572;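 active means inhibition above a per-plate limit, mean inhibition of low control wells plus 3 SD, cut at about 25% in these data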;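 further: 0% = DMSO wells with enzyme and 100% = wells lacking Arfgap1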
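Replicates: Single well per compound | Assay system: Truncated rat Arfgap1 GAP domain | Control set: No-Arfgap1 wells (100%) versus DMSO full-reaction wells (0%) | Times: Enzyme reaction 120 min at 25 °C after 20 min preincubation | Reagent: Human ARF1(Δ1-17)-GTP substrate | Measured by: Tracer-displacement fluorescence polarization with EDTA stop, 620/688 nm | Measure: Percent inhibition of Arfgap1-stimulated GTP hydrolysis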
SIAE primary: human SIAE inhibition, primary screen | Q9HAT2 | SIAE FP-Rh probe binding, fluorescence polarization | inhibition, % at 9.66 µM | 370,000 tested, 0.69% active | AID 1053197;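 active means inhibition above a cutoff: mean of compounds within the control limits plus 3 SD of those, cut at about 17% in these data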;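 further: 0% = plate median of compound wells and 100% = probe without SIAE protein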
Tn6 DDE FP: inhibitors of Tn6 peptide binding to human fibrin DD(E); inhibition, % at 8.3 µM; 370,000 tested, 0.21% active; Fibrin DD(E) TRITC-Tn6 fluorescence polarization displacement; AID 720509;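 active means inhibition above a per-campaign cutoff: mean of compounds within control limits plus 3 SD, cut at about 15% in these data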;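 further: 0% = median of all compound wells on the plate and 100% = blocking peptide control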
ADAM17 inh: inhibitors of human ADAM17; P78536; recombinant ADAM17, EDANS/DABCYL FRET peptide cleavage; inhibition, % at 6.95 µM; 370,000 tested, 0.83% active; AID 720648;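 active means inhibition above the mean of compounds lying between control limits plus 3 SD, set per campaign, cut at about 8.5% in these data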;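 further: 0% = DMSO-only wells as the low control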
DDE Tn7 FP inh: disrupts Tn7 cyclic peptide binding to fibrin D-Dimer-E complex. FP displacement of FITC-Tn7 peptide from fibrin DD(E); 0% = median of compound wells per plate. P02675. 370,000 tested, 0.13% active. inhibition, % at 8.3 µM. AID 720508;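 active means inhibition above the mean of compounds falling within the control limits plus 3 SD of them, cut at about 14% in these data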;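 further: 0% = plate median of compound wells and 100% = 10 µM Aha-Tn7 peptide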
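Measure: % inhibition scaled between sample-field median and high-control FP; Test system: human fibrin DD(E); Quantity: 2 µM final DD(E) protein; Doses: one dose, 8.3 µM nominal; Schedule: compound with protein 10 min, then 3 h after probe, room temperature; Detection: fluorescence polarization; Medium: Tris buffer with calcium and detergent, pH 7.8.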
PLCg1 inh: PLC-gamma1 (human) inhibition, primary screen; inhibition, % at 12.2 µM; 370,000 tested, 0.84% active; AID 720700; purified PLC-gamma1, fluorogenic substrate, fluorescence; in the data active means inhibition above about 9.5%
ADAM10 inh: inhibits human ADAM10 | O14672 | recombinant ADAM10, EDANS/DABCYL FRET peptide cleavage, 3 h | inhibition, % at 7 µM | 370,000 tested, 0.62% active | AID 720582;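 active means inhibition above a per-campaign cutoff equal to the mean of compounds falling between control-based bounds plus 3 SD, cut at about 20% in these data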;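 further: 0% = DMSO wells while the 100% control is not disclosed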
Starred values were filed as active, the others as inactive; i = inactive; . = no result given.

Tn6 DDE FP | DDE Tn7 FP inh | ARFGAP1 inh | SIAE primary | Structure | ASAP1 inh | PLCb3 inh | ADAM17 inh | TDP2 absorb | PLCg1 inh | ADAM10 inh
-11 | 1 | -4 | 11 | Nc1nc2cc3c(cc2cc1C(=O)NCCc1c[nH]c2ccccc12)OCO3 | -12 | -85 | -76 | 6 | -64 | -240
5 | 4 | 1 | 2 | COc1ccccc1N(C)C(=O)c1cc(S(=O)(=O)N2CCc3ccccc32)cn1C | -6 | 4 | -1 | -13 | 0 | -8
0 | 1 | -10 | 2 | COc1ccc(CN2C(=O)NC3(CCCCCC3)C2=O)cc1F | 4 | 0 | 2 | -3 | -1 | -5
-2 | -1 | 5 | -8 | COC(=O)c1ccc(C(=O)N(C)C2CCCN(Cc3ccccc3F)C2)nc1 (configuration not stated) | 2 | -7 | -4 | -9 | -2 | -5
2 | 2 | 16 | -3 | CSC(=NC#N)N1CCN(c2cccc(Cl)c2)CC1 | 9 | 0 | -2 | -7 | 2 | -3
0 | -2 | 2 | 9 | N=c1n(CC(=O)c2cccs2)c2ccccc2n1Cc1ccccc1 | 6 | -8 | 0 | 13 | -1 | 0
4 | -4 | 8 | 1 | CN(Cc1ccccc1)C(=O)c1ccc(NC(=O)Cc2ccc([N+](=O)[O-])cc2)cc1 | 11 | 4 | 4 | -4 | 3 | 5
-4 | -5 | 5 | 0 | COc1ccc2[nH]cc(CCNS(=O)(=O)c3ccc(NC(C)=O)cc3)c2c1 | 3 | -10 | -5 | -5 | 2 | -4
0 | -6 | 0 | 4 | CC1(c2nnnn2-c2ccc3c(c2)OCCO3)CCC(=O)N1CCc1c[nH]c2ccccc12 (configuration not stated) | 1 | -1 | -2 | 8 | 2 | 7
-4 | 0 | -7 | 3 | O=c1c2ccccc2oc2cc(-c3ccc4cc[nH]c4c3)ccc12 | 7 | i | -40 | -1 | -384 | -140
-1 | -5 | -3 | -3 | CC(C)c1ccc(NC(=O)CSc2n[nH]c(=O)n2Cc2ccco2)cc1 | 3 | -5 | 1 | 4 | 1 | -2
3 | -2 | 9 | -3 | CCNC(C(=O)c1c[nH]c2c(CC)cccc12)c1ccccc1 (configuration not stated) | -3 | -30 | -2 | -18 | -8 | 4
7 | 5 | -8 | 6 | CCCN(CCC)S(=O)(=O)c1ccc(C(=O)NCc2n[nH]c(=S)n2-c2ccc(Cl)c(Cl)c2)cc1 | 8 | -2 | 6 | -5 | 5 | 24*
8 | 1 | 11 | 2 | CCc1nc2ccc(C(=O)NCCCn3ccnc3)cn2c1N(CC)CCOC | -4 | 0 | -5 | -1 | -1 | -12
7 | 7 | -3 | 4 | CCn1nc(C)cc1C(=O)N(C)C1CCCN(Cc2ccccc2F)C1 (configuration not stated) | -14 | -4 | -2 | -8 | 0 | 0
7 | 4 | 15 | -9 | CCOC(=O)[C@]12CCCC=C1N(Cc1cccc3ccccc13)C(=O)[C@H](CC(=O)NCc1cccc3ccccc13)C2 | 1 | 1 | 11* | -15 | 0 | 6
3 | -6 | 4 | 6 | Nc1c(C(=O)Nc2ccc3c(c2)OCCO3)nnn1Cc1ccc(F)cc1 | 2 | -5 | 1 | 12 | 3 | -11
-3 | 4 | 0 | -1 | Cc1cnc(C)c(N2CCN(Cc3cn(C)nc3-c3cccc(Cl)c3)CC2)n1 | 7 | -5 | -8 | -7 | -5 | -15
0 | 4 | 5 | -6 | COc1ccc(C(=O)NCC(=O)N/N=C/c2cn[nH]c2-c2ccccc2)cc1 | -16 | 0 | -3 | 2 | -2 | -1
5 | -3 | 1 | 9 | CCOc1ccc(C2C(C(=O)c3cccs3)=C(O)C(=O)N2CCN2CCOCC2)cc1 (configuration not stated) | -7 | -6 | -3 | 7 | 1 | -3

Shown with the structure last: entries from further up
Tn6 DDE FP	DDE Tn7 FP inh	ARFGAP1 inh	SIAE primary	ASAP1 inh	PLCb3 inh	ADAM17 inh	TDP2 absorb	PLCg1 inh	ADAM10 inh	smiles
7	4	15	-9	1	1	11*	-15	0	6	CCOC(=O)[C@]12CCCC=C1N(Cc1cccc3ccccc13)C(=O)[C@H](CC(=O)NCc1cccc3ccccc13)C2
3	-6	4	6	2	-5	1	12	3	-11	Nc1c(C(=O)Nc2ccc3c(c2)OCCO3)nnn1Cc1ccc(F)cc1

Additional records
Tn6 DDE FP | DDE Tn7 FP inh | ARFGAP1 inh | SIAE primary | Structure | ASAP1 inh | PLCb3 inh | ADAM17 inh | TDP2 absorb | PLCg1 inh | ADAM10 inh
-2 | -7 | 4 | 1 | C[C@H](NC(=O)N1CCC(Cc2ccccc2)CC1)C(=O)O | -3 | -7 | -2 | 1 | 1 | 5
1 | 14 | 1 | 4 | CCOc1ccc(S(=O)(=O)Nc2ccccc2SC)c2cccnc12 | -8 | -2 | -1 | -6 | 1 | -3
-2 | 4 | 6 | 6 | c1ccc(CCNc2nc(-c3ccncc3)nc3ccccc23)cc1 | -1 | -77 | -4 | 6 | -59 | -13
5 | -1 | 4 | 13 | C1CCC(Nc2nc3nonc3nc2N2CCSCC2)C1 | 7 | 5 | 4 | 3 | 6 | 5
0 | -2 | 14 | -9 | Nc1ccccc1C(=O)N1CCCC1 | 13 | 2 | -10 | -13 | 3 | -16
3 | -5 | -3 | 3 | CCC(Oc1ccc(C)cc1)C(=O)Nc1ccc(S(=O)(=O)Nc2cc(C)on2)cc1 (configuration not stated) | 7 | -5 | 2 | -9 | 5 | 9
-2 | 2 | 3 | 5 | O=C(Nc1c2c(nn1-c1ccc(Cl)cc1)CS(=O)(=O)C2)C1CC1 | 8 | -7 | 0 | -7 | 0 | 1
3 | 8 | 3 | -6 | CCCCN(C(=O)c1cc2ccccc2o1)c1c(N)n(CCC)c(=O)[nH]c1=O | 4 | -1 | -4 | 3 | 1 | -5
-3 | -1 | -7 | -1 | Cc1nc(N)sc1-c1csc(Nc2cc(N(C)C)ccc2Cl)n1 | 18 | -15 | -3 | 13 | -11 | -3
2 | 0 | 5 | 1 | COc1ccc(OC)c(N/C(C)=C/C(=O)c2ccc(C)o2)c1 | -13 | 2 | -1 | 1 | 0 | 3
-1 | -4 | -5 | -1 | CN/S(=N/S(=O)(=O)c1ccccc1)c1ccc(C)cc1 (configuration not stated) | 4 | 1 | -4 | 16 | -1 | -5
5 | -5 | -5 | -1 | CCOc1cc(CNc2ccc(N(C)C)cc2)cc(Br)c1OCC(=O)NC(C)(C)C | 3 | 2 | -1 | -4 | 2 | 2
-1 | -3 | -5 | -1 | CN(C)CCN(Cc1cccs1)S(=O)(=O)c1csc(C(N)=O)c1 | -11 | -5 | -1 | 16 | -3 | -4
-14 | -13 | 8 | -11 | COc1cc2c(cc1NC(=O)CC1SC(N3CCCC3)=NC1=O)oc1ccccc12 (configuration not stated) | 12 | 0 | 3 | -16 | 6 | 2
-4 | 4 | 7 | -3 | COc1ccc(C(=O)/C=C/C(=O)N(Cc2ccc3c(c2)OCO3)C(C(=O)NC2CCCCC2)c2ccncc2)c(O)c1 (configuration not stated) | 6 | -4 | 7 | -3 | -1 | 18
11 | 1 | 0 | -1 | C/C=C/C(=O)OCC(=O)Nc1cc(OC)c([N+](=O)[O-])cc1C | -6 | -1 | 0 | -6 | 3 | 3
-3 | 3 | 1 | -6 | Cc1ccc(C)c2nc(Cl)c(C3NC(=O)c4ccccc4N3)cc12 (configuration not stated) | -6 | -15 | -1 | 4 | -4 | -6
8 | 8 | 1 | 0 | CCN(C(=O)CSc1nnc(C)n1-c1cccc(C)c1)C1CCS(=O)(=O)C1 (configuration not stated) | -2 | 0 | -2 | -5 | 4 | -5
8 | 0 | 0 | -1 | O=C(Cc1cccc2ccccc12)OCn1nnc2ccccc2c1=O | 12 | -2 | -2 | 0 | 2 | -7
-2 | -1 | 13 | 2 | COc1ccc(C[C@H]2CN3C(=NC[C@@H]3Cc3ccccc3)N2CCNC(=O)CCC2CCCCC2)cc1 | 0 | 4 | 0 | -11 | 7 | -1
-4 | 2 | -3 | -4 | CCOC(=O)c1ccc(CNC(=O)CSc2nc(NC(=O)c3ccccc3)c3c(C)c(C)oc3n2)cc1 | 11 | -1 | -6 | 7 | 0 | 0
5 | 6 | -3 | -1 | O=C(NCCCc1ccccc1)C(=O)NCC1OCCN1S(=O)(=O)c1ccccc1 (configuration not stated) | -17 | -7 | -1 | -12 | -3 | 14
-3 | 2 | 4 | -17 | O=C(Nc1cc(C(F)(F)F)ccc1Cl)c1ccc(NC(=O)C(F)(F)F)cc1 | -4 | -4 | -3 | -6 | -2 | -6
-6 | -5 | 9 | 3 | c1cnc2ccc3c(c2c1)COCO3 | -9 | -36 | -18 | -22 | -22 | -86
0 | -5 | 0 | 1 | Cn1cnc(S(=O)(=O)N2CCN(c3ccccc3)CC2)c1 | -11 | -4 | -1 | 19 | 0 | -2
-4 | 6 | -4 | -7 | COc1ccc(-n2nnnc2SCC(=O)Nc2nnn(C)n2)cc1 | 15 | -2 | -6 | 10 | 3 | -5
0 | 2 | 1 | -4 | CCN(CC(=O)Nc1cccc(F)c1)CC(=O)Nc1ccc2c(c1)OCCO2 | 6 | 3 | -3 | -6 | 5 | -6
0 | 0 | -10 | 4 | Cn1cccc1/C=C1/SC(=O)N(CC(=O)N2CCCC2)C1=O | 2 | -5 | 1 | -16 | -2 | -2
5 | 4 | -8 | 4 | Cc1ccc(S(=O)(=O)N2CCN(C(=O)COC(=O)c3cc([N+](=O)[O-])ccc3NCCO)CC2)c(C)c1 | 3 | -8 | -2 | 2 | -1 | -5
3 | 2 | -2 | -3 | O=S(CC(O)COCc1ccc(Cl)cc1)c1ccccn1 (configuration not stated) | -2 | 1 | -2 | -12 | 6 | -3
-5 | -3 | 9 | 0 | COc1ccc(OC)c(C2CC(=O)N3CN(c4cccc(Cl)c4)CSC3=C2C#N)c1 (configuration not stated) | 1 | -5 | -2 | 11 | 0 | -17
3 | -1 | . | 3 | Cc1ccc(NC(=O)Cn2nnc(-c3ccccc3F)n2)c(C)c1 | . | 2 | 2 | 9 | -2 | -2
2 | 2 | 8 | 3 | O=[N+]([O-])c1cccc(OCC(O)CN2CCN(S(=O)(=O)c3cc(Cl)ccc3Cl)CC2)c1 (configuration not stated) | 2 | -10 | -1 | -3 | 1 | 10
-4 | -3 | 19 | 14 | CCOc1nc(Nc2ccc(OC)c(Cl)c2)nc(N2CCN(c3ccc(OC)cc3)CC2)n1 | 21 | -5 | -4 | 0 | 0 | 13
-3 | 0 | 14 | -1 | Cc1cccc(/C=C/c2nc3ccccc3c(=O)[nH]2)c1 | 13 | -11 | -15 | 0 | -6 | -43
